Screens from PubChem.
Anesthetic bind: candidate novel general anesthetic via apoferritin binding | P02791 | apoferritin/1-aminoanthracene competitive binding, fluorescence | Potency, µM (doses to about 77.5 µM), inactives show at the top dose activity change, negative = displacement, most hits filed as inhibitors | actives 0.074% (n = 350,000) | AID 485281; further: potency means the concentration at half of the fitted maximal effect; on the % scale 0 is the no-effect control and ±100 the full control effect; nearly all actives have a fitted effect of over 20% in size
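Apoferritin-based anesthetic binding model; compound displacement of fluorescent 1-AMA measured as endpoint fluorescence after 10 minutes at room temperature, scaled to free-ligand and complex controls.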
Pol iota inh: DNA polymerase iota (human) inhibition. Q9UNA4. Pol iota fluorescent replication assay, 10 min. Potency, µM (highest dose often 115 µM), for the others: at the highest dose activity, negative = inhibition, usual class: inhibitors. actives 1% (n = 390,000). AID 588590; further: potency means the concentration at half of the fitted maximal effect
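Fluorescent replication assay read twice, at 0 min and 10 min after adding 50 nM (final) substrate. Enzyme (10 nM) and compounds were first incubated 15 min at room temperature; enzyme-free buffer wells were negative controls.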
POLK inh: blocks human DNA polymerase kappa activity. Q9UBT6. purified Pol kappa, fluorescent DNA synthesis assay, 10 min. Potency, µM (top dose mostly 107 µM), inactives show top-dose activity, negative = inhibition, hits mostly inhibitors. actives 0.53% (n = 400,000). AID 588579; further: potency means the concentration at half of the fitted maximal effect; on the % scale 0 is the no-effect control and ±100 the full control effect
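Fluorescent qHTS in 1536-well format: enzyme (10 nM) and compound sat 15 min at room temperature before 50 nM substrate (final) was added. Signal taken at 0 and 10 min; no-enzyme buffer wells were negative controls.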
POLB inh: inhibitors of human DNA polymerase beta; Potency, µM (doses to about 114 µM), for the others: top-dose activity change, negative = inhibition, usual class: inhibitors; AID 485314; Pol beta primer extension/strand displacement, fluorescence kinetic; actives 1.3% (n = 340,000); further: potency means the concentration at half of the fitted maximal effect; on the % scale 0 is the no-effect control and ±100 the full control effect
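Values derive from four-parameter Hill fits of normalized kinetic data: reads at 0 and 10 min following addition of 50 nM substrate to 10 nM Pol beta preincubated 15 min with compound.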
APE1 inh: blocks human APE1 abasic DNA cleavage; P27695; recombinant APE1, TAMRA/BHQ-2 abasic DNA cleavage fluorescence; Potency, µM (doses to about 65.8 µM), for the others: top-dose activity change, negative = inhibition, most hits filed as inhibitors; actives 0.35% (n = 350,000); AID 2517;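 further: potency means the concentration at half of the fitted maximal effect; plate controls were vehicle for no effect and reference inhibitor for full effect; nearly all actives have a fitted effect of over 55% in size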
Target sequence (P27695 whole entry, looked up): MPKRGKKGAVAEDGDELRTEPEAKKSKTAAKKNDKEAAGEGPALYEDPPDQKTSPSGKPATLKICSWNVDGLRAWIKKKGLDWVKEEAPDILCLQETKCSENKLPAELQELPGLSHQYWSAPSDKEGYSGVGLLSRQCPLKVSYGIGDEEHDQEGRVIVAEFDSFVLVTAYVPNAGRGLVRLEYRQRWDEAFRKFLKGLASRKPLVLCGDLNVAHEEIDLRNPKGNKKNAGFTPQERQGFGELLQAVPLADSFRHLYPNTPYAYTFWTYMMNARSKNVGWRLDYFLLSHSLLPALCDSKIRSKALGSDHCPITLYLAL
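Endonuclease cleavage of a quenched abasic-site DNA duplex (50 nM) by APE1 (0.75 nM) was tracked by TAMRA dequenching. Compounds were preincubated with enzyme 15 min at room temperature; data normalized to buffer-only and DMSO wells plus NSC13755 control.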
BLM helicase inh: blocks DNA unwinding by human BLM helicase. actives 0.2% (n = 350,000). Potency, µM (highest dose often 56.1 µM), for the others: at the top dose activity change, negative = inhibition, most hits filed as inhibitors. recombinant BLM DNA unwinding, fluorescence dequenching;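 further: potency means the concentration at half of the fitted maximal effect; plate controls were vehicle for no effect and no enzyme for full effect; nearly all actives have a fitted effect of over 35% in size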
Glioma ERSR ind: ER stress response induction in glioma | AID 602332 | actives 0.02% (n = 420,000) | Potency, µM, inactives show at the highest dose activation, usual class: activators | U87-MG GRP78 promoter luciferase reporter, 16 h; further: potency means the concentration at half of the fitted maximal effect; series mostly up to about 76 µM; % of control where 0% means no effect; nearly all actives have a fitted effect of over 35% in size
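Stably transfected U87-MG human glioma cells carrying a GRP78-based luminescent sensor were seeded at 1000 cells/well, pin-dosed with compounds and incubated 16 h. Luciferase reagent was then added, and end-point luminescence was read after 10 min at room temperature.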
LDHA inh: inhibitors of human lactate dehydrogenase A | P00338 | purified LDHA, NADH/diaphorase-resazurin fluorescence; active compounds read low | activity change, % (values are at about 110 or 230 µM) | actives 0.15% (n = 480,000) | AID 1347041; in the data active means activity change below about -30%; inconclusive means mostly about -25% to -30%;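 further: plate controls were DMSO wells for no effect and wells without enzyme for full effect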
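LDH5 2 nM; NADH 0.06 mM, pyruvate 0.2 mM; 200 mM Tris pH 7.4, EDTA, Tween-20; 5 min RT. Detection: diaphorase 0.133 mg/mL + resazurin 37 µM, fluorescence ex540/em590 at 0 and 20 min; normalized to enzyme-free and DMSO wells.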
POLH inh: DNA polymerase eta (human) inhibition | recombinant Pol eta, fluorescent DNA replication assay | Potency, µM (highest dose often 114 µM), without a hit: top-dose activity change, negative = inhibition, usual class: inhibitors | actives 1.2% (n = 390,000); further: potency means the concentration at half of the fitted maximal effect; on the % scale 0 is the no-effect control and ±100 the full control effect
Target sequence (Q9Y253 whole entry, looked up): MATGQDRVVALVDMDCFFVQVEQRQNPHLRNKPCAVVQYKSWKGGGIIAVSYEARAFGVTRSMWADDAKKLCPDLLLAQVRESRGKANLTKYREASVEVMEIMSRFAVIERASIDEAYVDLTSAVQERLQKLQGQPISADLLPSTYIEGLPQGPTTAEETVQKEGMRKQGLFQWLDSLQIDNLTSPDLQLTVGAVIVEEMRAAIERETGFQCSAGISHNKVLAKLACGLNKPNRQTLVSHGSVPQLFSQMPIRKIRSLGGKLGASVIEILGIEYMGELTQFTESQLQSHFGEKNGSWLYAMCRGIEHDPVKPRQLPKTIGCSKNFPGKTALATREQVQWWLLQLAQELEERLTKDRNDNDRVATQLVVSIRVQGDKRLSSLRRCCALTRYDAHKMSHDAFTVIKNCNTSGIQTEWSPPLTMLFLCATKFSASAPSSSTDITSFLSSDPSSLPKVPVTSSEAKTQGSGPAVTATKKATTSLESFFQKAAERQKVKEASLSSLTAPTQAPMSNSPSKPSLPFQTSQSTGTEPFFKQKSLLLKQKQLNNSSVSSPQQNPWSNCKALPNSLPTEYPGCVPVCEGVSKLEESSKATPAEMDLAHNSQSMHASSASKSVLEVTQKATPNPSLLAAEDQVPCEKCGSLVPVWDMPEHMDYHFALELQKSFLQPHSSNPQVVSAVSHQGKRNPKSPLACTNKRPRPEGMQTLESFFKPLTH
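Pol eta at 10 nM preincubated with compounds 15 min at room temperature; reaction started with fluorescent substrate (50 nM final) and read kinetically at 0 and 10 min.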
The depositor's hits bear a star; & = joins results of further samples; [ ] = dose if it differs, or a comment. Unless noted, the call rests on the fitted dose curve; in most records, active means well fitted curve in the direction sought with a large enough effect; inconclusive means small, poorly fitted or top-dose-only effect, or another doubt; inactive means no such curve, though single readings can be large; an effect the other way counts as inactive or inconclusive. This is a subset; rates above refer to the full screens.

How did O=C(c1cc2ccccc2o1)N1CCN(c2ccccn2)CC1 do in these assays?
Anesthetic bind: inconclusive; Pol iota inh: 52%[activator]; POLK inh: 4%; POLB inh: 1%; APE1 inh: 20%; BLM helicase inh: -15%; Glioma ERSR ind: -7%; LDHA inh: -1; POLH inh: -3%

How did O=C(COC(=O)Cc1ccccc1[N+](=O)[O-])NC1CCCC1 do in these assays?
Anesthetic bind: -7%; Pol iota inh: 80%[activator]; POLK inh: -4%; POLB inh: -1%; APE1 inh: -5%; BLM helicase inh: 4%; Glioma ERSR ind: -2%; LDHA inh: 2; POLH inh: -6%

How did CC(=O)N(C)c1ccc(NC(=O)COc2ccc(Br)cc2C)cc1 do in these assays?
Anesthetic bind: -10%; Pol iota inh: 10%; POLK inh: -5%; POLB inh: 46%[activator]; APE1 inh: 2%; BLM helicase inh: 1%; Glioma ERSR ind: 1%; LDHA inh: 1; POLH inh: -27%

How did O=C(O)COc1ccccc1/C=N/NC(=O)c1ccc2c(c1)OCCO2 do in these assays?
Anesthetic bind: -8%; Pol iota inh: 12%; POLK inh: 1%; POLB inh: -16%; APE1 inh: 57%[activator]; BLM helicase inh: 0%; Glioma ERSR ind: -1%; LDHA inh: -2; POLH inh: 1%

Results for Cc1cccc(Cn2c(=O)n(Cc3ccccc3)c(=O)c3oc4ccccc4c32)c1 ?
Anesthetic bind: -15%; Pol iota inh: 15%; POLK inh: -19%; POLB inh: 5%; BLM helicase inh: -4%; Glioma ERSR ind: -4%; LDHA inh: -10; POLH inh: -6%

Results for CCCCNC(=O)CSc1nc2ccccc2nc1Cc1ccccc1 ?
Anesthetic bind: -2%; Pol iota inh: 18%; POLK inh: -7%[60.1 µM]; POLB inh: 2%; BLM helicase inh: -1%; Glioma ERSR ind: -3%; LDHA inh: 1; POLH inh: -11%

What do the screens show for `COc1ccc(C2C(C#N)=C(/N=C/N3CCN(C)CC3)OC3=C2C(=O)CC(C)(C)C3)cc1` (stereo unspecified)?
Anesthetic bind: -19%; Pol iota inh: 15%; POLK inh: -10%; POLB inh: 11%; APE1 inh: 0%; BLM helicase inh: 1%; Glioma ERSR ind: -1%; LDHA inh: -8; POLH inh: -4%

Results for O=C(NC1CCCCC1)C(c1cccs1)N(C(=O)C(F)(F)F)c1ccccc1 (stereo unspecified) ?
Anesthetic bind: -17%; Pol iota inh: 30%[activator]; POLK inh: -1%[60.1 µM]; POLB inh: 40%[activator]; APE1 inh: 3%; BLM helicase inh: 0%; Glioma ERSR ind: 0%; LDHA inh: -2; POLH inh: -3%

What do the screens show for `CC12CCC(C(=O)NNc3ccc([N+](=O)[O-])cc3)(OC1=O)C2(C)C` (stereo unspecified)?
Anesthetic bind: -1%; Pol iota inh: 20%; POLK inh: 7%; POLB inh: 0%; APE1 inh: -2%; BLM helicase inh: -1%; Glioma ERSR ind: 4%; LDHA inh: -1; POLH inh: -6%

Results for CC1CCN(C(=O)Nc2ccc3nc(-c4ccco4)c(-c4ccco4)nc3c2)CC1 ?
Pol iota inh: 14µM*; POLK inh: 8.9µM*; Glioma ERSR ind: 1%; LDHA inh: 8

Results for O=C(CC1(O)C(=O)N(CCc2ccccc2)c2ccccc21)c1ccccn1 (stereo unspecified) ?
Anesthetic bind: inconclusive; Pol iota inh: 191%[activator]; POLK inh: 1%; POLB inh: 4%; APE1 inh: -3%; BLM helicase inh: -3%; Glioma ERSR ind: -2%; LDHA inh: -1; POLH inh: -20%

How did COc1ccc(-c2noc(N3CCC(C(=O)N(C)c4ccccc4)CC3)n2)cc1 do in these assays?
Anesthetic bind: -19%; Pol iota inh: -2%; POLK inh: -4%; POLB inh: -26%; APE1 inh: 30%; BLM helicase inh: -3%; Glioma ERSR ind: -1%; LDHA inh: -12; POLH inh: -6%

What do the screens show for `CCc1ccc(C(=O)c2cn(CC(=O)NC3CCCCC3)c3nc(C)ccc3c2=O)cc1`?
Anesthetic bind: 6%; Pol iota inh: 7%; POLK inh: 14%; POLB inh: 15%; BLM helicase inh: -15%; Glioma ERSR ind: -2%; LDHA inh: -9; POLH inh: -14%

What do the screens show for `COc1ccc(C(=O)CNc2ccc3ccccc3c2)cc1`?
Anesthetic bind: -23%; Pol iota inh: 111%[activator]; POLK inh: -4%; POLB inh: -22%; APE1 inh: -6%; BLM helicase inh: -9%; Glioma ERSR ind: 15%; LDHA inh: 22; POLH inh: -14%

Results for C/C(=N\NS(=O)(=O)c1ccccc1)c1ccccc1 ?
Anesthetic bind: -5%; Pol iota inh: 34%[activator]; POLK inh: -7%; POLB inh: 0%; APE1 inh: 4%; BLM helicase inh: -6%; Glioma ERSR ind: -2%; LDHA inh: -5; POLH inh: -24%

How did CC(C)(C)[C@@H]1CCC(=O)N(CC[C@H](Sc2ccccc2)c2ccccc2)CC1 do in these assays?
Anesthetic bind: 104%[activator]; Pol iota inh: inconclusive; POLK inh: -19%&-21%; POLB inh: 16%; APE1 inh: -10%; BLM helicase inh: -12%; Glioma ERSR ind: inconclusive; LDHA inh: 4; POLH inh: -14%

How did COc1ccc(N2C(=O)CC(N3CCOCC3)C2=O)cc1 (stereo unspecified) do in these assays?
Anesthetic bind: -6%; Pol iota inh: 7%; POLK inh: -1%; POLB inh: 36%; APE1 inh: 3%; BLM helicase inh: 1%; Glioma ERSR ind: -6%; LDHA inh: -5; POLH inh: -2%

What do the screens show for `COc1cc(C=Nc2ccccc2C(=O)Nc2ccccc2)cc(OC)c1OC`?
Anesthetic bind: 103%[activator]; Pol iota inh: 6%; POLK inh: -13%; POLB inh: 26%; APE1 inh: 17%; BLM helicase inh: -13%; Glioma ERSR ind: 1%; LDHA inh: -5; POLH inh: -13%

Results for CC(=O)c1sc(NC(=O)CN2C(=O)NC3(CCCC3)C2=O)nc1-c1ccccc1 ?
Pol iota inh: 12%; POLK inh: 2%; APE1 inh: 5%; Glioma ERSR ind: -3%; LDHA inh: -12; POLH inh: 3%

Results for COc1ccc(-c2cc(=O)c3c(O)c(OC)c(O)cc3o2)cc1 ?
Anesthetic bind: 5%; Pol iota inh: -9%; POLK inh: -5%; POLB inh: inconclusive; APE1 inh: -5%; BLM helicase inh: -3%; Glioma ERSR ind: -8%; LDHA inh: 7; POLH inh: -19%

Some of these compounds in order of molecular weight, rising:
Results for C/C(=N\NS(=O)(=O)c1ccccc1)c1ccccc1 ?
Anesthetic bind: -5%; Pol iota inh: 34%[activator]; POLK inh: -7%; POLB inh: 0%; APE1 inh: 4%; BLM helicase inh: -6%; Glioma ERSR ind: -2%; LDHA inh: -5; POLH inh: -24%

Results for COc1ccc(-c2cc(=O)c3c(O)c(OC)c(O)cc3o2)cc1 ?
Anesthetic bind: 5%; Pol iota inh: -9%; POLK inh: -5%; POLB inh: inconclusive; APE1 inh: -5%; BLM helicase inh: -3%; Glioma ERSR ind: -8%; LDHA inh: 7; POLH inh: -19%

What do the screens show for `COc1cc(C=Nc2ccccc2C(=O)Nc2ccccc2)cc(OC)c1OC`?
Anesthetic bind: 103%[activator]; Pol iota inh: 6%; POLK inh: -13%; POLB inh: 26%; APE1 inh: 17%; BLM helicase inh: -13%; Glioma ERSR ind: 1%; LDHA inh: -5; POLH inh: -13%

What do the screens show for `CCc1ccc(C(=O)c2cn(CC(=O)NC3CCCCC3)c3nc(C)ccc3c2=O)cc1`?
Anesthetic bind: 6%; Pol iota inh: 7%; POLK inh: 14%; POLB inh: 15%; BLM helicase inh: -15%; Glioma ERSR ind: -2%; LDHA inh: -9; POLH inh: -14%

Other records.
What do the screens show for `CCc1cccc(NC(=O)c2cccc(S(=O)(=O)N3CCN(C)CC3)c2)c1`?
Anesthetic bind: -6%; Pol iota inh: 15%; POLK inh: -15%; POLB inh: 4%; APE1 inh: 0%; BLM helicase inh: -3%; Glioma ERSR ind: -2%; LDHA inh: -3; POLH inh: -1%

What do the screens show for `COc1ccc2c(c1)-c1nc(NC(=O)c3ccccc3F)sc1CC2`?
Anesthetic bind: 129%[activator]; Pol iota inh: 14%; POLK inh: 0%; POLB inh: 2%; BLM helicase inh: -12%; Glioma ERSR ind: -4%; LDHA inh: 5; POLH inh: -13%

What do the screens show for `O=C(CSCCO)Nc1ccc(C23CC4CC(CC(C4)C2)C3)cc1`?
Anesthetic bind: -10%; Pol iota inh: -19%; POLK inh: 4%; POLB inh: 27%; APE1 inh: 3%; BLM helicase inh: -3%; Glioma ERSR ind: -1%; LDHA inh: -9; POLH inh: -12%

How did COc1cc(C(CC(=O)O)n2cnnn2)ccc1OC(C)C (stereo unspecified) do in these assays?
Anesthetic bind: -1%; Pol iota inh: 3%; POLK inh: -11%; POLB inh: -1%; APE1 inh: 1%; BLM helicase inh: 2%; Glioma ERSR ind: -5%; LDHA inh: -12; POLH inh: -5%

How did COP(=O)(OC)C(Nc1cc(Cl)cc(Cl)c1)c1cccc(O)c1 (stereo unspecified) do in these assays?
Anesthetic bind: -19%; Pol iota inh: -9%; POLK inh: -9%; POLB inh: 32%[activator]; APE1 inh: -4%; BLM helicase inh: 0%; Glioma ERSR ind: -2%; LDHA inh: -3; POLH inh: -4%

Results for CN(C)c1ccc(NC(=O)c2ccc(N3CCOCC3)nc2)cc1 ?
Anesthetic bind: -8%; Pol iota inh: 40%; POLK inh: 14%; POLB inh: 4%; APE1 inh: 10%; BLM helicase inh: -8%; Glioma ERSR ind: 4%; LDHA inh: 4; POLH inh: -8%

Results for COc1ccc(Cn2c(C)nc3oc4cc(OC)ccc4c(=O)c3c2=O)cc1 ?
Anesthetic bind: -9%; Pol iota inh: 5%; POLK inh: -2%; POLB inh: 3%; APE1 inh: 1%; BLM helicase inh: -1%; Glioma ERSR ind: -4%; LDHA inh: 2; POLH inh: -14%
